# Source: PubChem BioAssay (several laboratories)
# Dynein transport: inhibitors of GR-EGFP nuclear translocation, primary screen, dynein cargo transport inhibitor project, imaging, high-content, 3617.4 mouse cells | z-score, hits read low | test concentration mostly 20 µM; stimulated with dexamethasone, 1 µM; stronger effect = lower value | AID 1381, 2008 | actives 0.47% (n = 220,000);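 active means plate z-score of nuclear minus cytoplasmic receptor signal below a set negative limit, without overly bright fluorescence or cell loss, cut at about -3.5 in these data, passing the limit was not always enough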;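 further: z-score of nuclear minus cytoplasmic ring GR-EGFP intensity difference per well; some compounds called inactive have numbers as strong as hits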
#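 Buffer or medium: Induction medium lacking tetracycline, stripped serum | Also added: Dexamethasone agonist, 1.0 µM final, for 30 min | Timing: 48 h induction, 1 h compound, 30 min dex at 37 °C | Detection: Formaldehyde fixation, Hoechst nuclear stain, 10x automated fluorescence imaging | Measure: Nuclear versus cytoplasmic GR-EGFP signal, averaged per well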
# MT stabilize HCS: microtubule stabilizers in HeLa cells, primary screen, imaging, high-content imaging. HeLa tubulin immunostaining HCS, 24 h; share of cells brighter than vehicle mean+2SD. % tubulin-high responders, % at 10 µM. actives 0.83% (n = 200,000). AID 2205, 2009;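 active means plate Z-score above 3 for both tubulin-high and condensed-nucleus cell shares, with cell loss under 80%, at 10 µM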;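 further: anti alpha tubulin signal scored within the nucleus-defined area of each cell; some results filed as inactive read as strong as hits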
# WT yeast gro inh: growth inhibition of WT strain, primary screen, mitochondrial fusion inhibitor project, WT and mutant strains, chemical genetic; actives 2.1% (n = 190,000); AID 1362, 2008; mitochondrial fusion phenotypic screen; inhibition, % at 10 µM; in the data active means inhibition above about 58%; tested in S. cerevisiae
# bCat nuc transl: modulators of beta-catenin nuclear translocation, primary screen, imaging, HeLa cells, immunofluorescence, high-content | nuclear translocation activity, % at 5 µM | actives 0.3% (n = 190,000);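 active means nuclear translocation activity above 50% at 5 µM, with a well cell count of 50 or more; inconclusive means wells under 50 cells across six images, flagged as toxic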;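 further: per-cell ratio of nuclear to cytoplasmic median beta-catenin stain intensity; plate controls were DMSO negative control for no effect and GSK-3 inhibitor IX positive control for full effect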
#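 Technique: fluorescence imaging of beta-catenin antibody stain plus DAPI / Material: human HeLa cell line / Incubation: compound treatment 24 h, 37°C, 5% CO2 / Read-out basis: % activation of per-cell nuclear versus cytoplasmic median beta-catenin signal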
# Autophagy HCS: autophagy modulators in MEF cells, primary screen, imaging, high-content, MEF GFP-LC3. calls only at 10 µM (by protocol). actives 0.98% (n = 190,000). MEF GFP-LC3 puncta imaging; test concentration mostly 10 µM. AID 463193, 2010;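 active means percentage of spot-positive cells more than 3 SD above its plate mean, without a fluorescence outlier flag or 80% toxicity; inconclusive means no clear call, values can overlap the other calls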;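 further: spot-positive cell cutoff set from DMSO-treated cells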
# Yfh1-depleted yeast: enhancers of respiration in Yfh1-depleted yeast, dose response, Friedreich's ataxia, plus single-dose screen (AID 1465); one-dose fold induction at 50 µM; EC50 in µM for titrated hits; actives 0.074% (n = 220,000); S. cerevisiae Yfh1-off respiration, WST-1 reduction, 72 h; higher fold induction means a stronger effect;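 active means fold induction of absorbance versus untreated yeast above a set limit, then at least 30% activation at any dose in follow-up; inconclusive means repeats straddling the limit, or above it without dose testing; inactive means fold induction below the set limit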;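 further: activators that raise dye reduction in frataxin-depleted yeast; strong numbers were not always called active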
# human PMI inhibitors: human PMI inhibitors, high substrate, primary screen, biochemical, fluorescence intensity, high mannose 6-phosphate (AID 1220); actives 0.66% (n = 190,000); recombinant PMI enzyme, coupled fluorescence intensity; higher % means a stronger effect; inhibition, % at 20 µM; hits with a dose series show IC50 in µM; Mannose-6-phosphate isomerase (Homo sapiens)
# Insulin prom up: insulin promoter activators in MIN6 cells, imaging, high-content screening, mouse beta cells. MIN6 insulin promoter-GFP reporter; stronger effect = higher value. z-score at 5 µM. AID 1625, 2009. actives 0.3% (n = 190,000);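 active means z-score above 3 at 5 µM with at least 500 cells counted in the well; inconclusive means wells under 500 cells, flagged as cytotoxic or low count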
# PMI inhibitors: inhibitors of human PMI, primary screen, biochemical, fluorescence intensity, coupled assay (AID 1209); purified PMI enzyme, coupled fluorescence intensity; higher % means a stronger effect; Mannose-6-phosphate isomerase (Homo sapiens); inhibition, % at 20 µM; hits with a dose series show IC50 in µM; actives 0.42% (n = 190,000);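 further: plate controls were DMSO vehicle for no effect and wells lacking substrate for full effect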
# WT yeast gro inh mutant strain: further read-out of WT yeast gro inh, marked with its call; inhibition, %; mitochondrial fusion phenotypic screen, mutant strain inhibition
# Dynein transport cytoplasmic EGFP: further read-out of Dynein transport, marked with its call; z-score; measured here: cytoplasmic GR-EGFP intensity; stronger effect = higher value
# Dynein transport nuclear GR-EGFP: further read-out of Dynein transport, marked with its call; z-score; measured here: nuclear GR-EGFP intensity;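 lower value marks the stronger effect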
# Dynein transport cell count: second read-out of Dynein transport, no call of its own (marks repeat the call); z-score; measured here: cell count per field
# Insulin prom up cell count: also measured in Insulin prom up; calls as there; cell count; measured here: cytotoxicity, nuclei count;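 total cells summed across four imaged fields per well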
# bCat nuc transl cell count 5 µM: further read-out of bCat nuc transl, marked with its call; cell count; measured here: cell count, cytotoxicity flag
# MT stabilize HCS Hoechst-high %: recorded beside MT stabilize HCS, whose call it bears; % Hoechst-high responders; measured here: nuclear condensation Hoechst responders;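 share of cells brighter than vehicle mean plus two SD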
# MT stabilize HCS cytotoxicity %: recorded beside MT stabilize HCS, whose call it bears; toxicity, %; measured here: cytotoxicity by cell density;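 0% = mean cell density of plate MIN control wells and 100% = no cells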
# Autophagy HCS cell loss 18 h: second read-out of Autophagy HCS, no call of its own (marks repeat the call); toxicity, %; measured here: cell loss, nuclei count;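 cell loss after 18 h compound exposure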
# Starred values were filed as active, the others as inactive; i = inactive; ? = inconclusive; . = no result given. Unless noted, no stated cut-off is given here; in the data, active means inhibition above about 50%; inactive means the rest.
Structure | Dynein transport | Dynein transport cytoplasmic EGFP | Dynein transport nuclear GR-EGFP | Dynein transport cell count | MT stabilize HCS | MT stabilize HCS Hoechst-high % | MT stabilize HCS cytotoxicity % | WT yeast gro inh | WT yeast gro inh mutant strain | bCat nuc transl | bCat nuc transl cell count 5 µM | Autophagy HCS | Autophagy HCS cell loss 18 h | Yfh1-depleted yeast | human PMI inhibitors | Insulin prom up | Insulin prom up cell count | PMI inhibitors
Cc1nn(Cc2ccccc2)c(Cl)c1C(=O)OC(C)C#N (stereo unspecified) | 1 | -0.11 | 1.7 | -1.1 | 3.4 | 2.5 | 22 | 0 | 0 | -5.1 | 1071 | i | -12 | i | 2% | -0.14 | 1219 | -3%
CCc1cc2ccc(OC)cc2nc1SCC(=O)NNC(=O)c1ccco1 | -0.77 | 0.075 | -0.21 | 0.53 | 1.9 | 1.7 | 6.2 | 3 | 19 | -1.9 | 1033 | i | 7 | i | 10% | -0.13 | 1398 | -13%
Cc1ccc(-c2nnc(N3CCN(C(=O)c4ccco4)CC3)c3ccccc23)cc1 | 0.15 | -0.0026 | 0.3 | -0.21 | 4.5 | 2.4 | 22 | -18 | -8 | -3.5 | 1039 | i | 2 | i | 2% | -4.4 | 1013 | 6%
O=C1Nc2ccc(Cl)cc2C12Nc1ccccc1-c1nnc(SCc3ccccc3F)nc1O2 (stereo unspecified) | 1.2 | -0.16 | 0.45 | -1.5 | 3.7 | 2.7 | 6.4 | 69* | 18* | -0.1 | 867 | i | 4 | i | 47% | . | . | 31%
CCN(CC(=O)NCc1cccs1)c1ccc(S(=O)(=O)N2CCOCC2)cn1 | -0.57 | -0.6 | -0.26 | 0.82 | 2.2 | 2.0 | 4.6 | -10 | 5 | 0.0 | 1113 | i | 9 | i | 1% | -0.06 | 1276 | -3%
O=C(CSc1nncs1)NC(=O)NCc1ccco1 | 2.2 | -0.086 | 1.1 | -0.85 | 2.7 | 1.9 | 14 | -1 | -25 | -0.4 | 1093 | i | -11 | i | 5% | 0.11 | 1318 | -7%
Fc1ccc(NC(=S)N/N=C/c2ccc(F)c(F)c2)cc1 | -0.62 | -0.23 | -0.28 | 0.76 | 3.1 | 2.1 | 1.7 | 15 | -7 | 0.9 | 1071 | i | -6 | i | 1% | -0.72 | 1124 | -10%
COc1ccccc1CNC(=O)c1cccc(NC(=O)c2ccccc2)c1 | -0.057 | -0.22 | 0.15 | 0.21 | 1.6 | 1.5 | 9.3 | 9 | 9 | 2.0 | 948 | i | -34 | i | 15% | -0.83 | 1530 | 17%
Cc1ccc(C)c(NC(=O)Cn2nc(C(F)(F)F)cc2C2CC2)c1 | -0.77 | -0.25 | -0.25 | 0.72 | 1.3 | 1.7 | 5.2 | -4 | 6 | . | . | i | 27 | i | -7% | 0.41 | 926 | -4%
Cc1ccc(CNC(=O)Cn2nnc3ccccc3c2=O)cc1 | -0.51 | -0.22 | -0.32 | 0.27 | 2.1 | 1.7 | 5.9 | 5 | -4 | -0.9 | 1053 | i | 2 | i | -17% | -0.4 | 1243 | -14%
Cc1ccc(-n2c(C)nc3c(cnn3-c3ccc(C)c(C)c3)c2=O)cc1C | 0.63 | 0.25 | 0.67 | -2.4 | 3.5 | 2.2 | 5.8 | 42 | 22 | . | . | i | 4 | i | 4% | -1.4 | 972 | 8%
O=C(Nc1nc2cc3c(cc2s1)OCCO3)c1cccs1 | -0.54 | -0.18 | -0.3 | 0.18 | . | . | . | . | . | -1.0 | 1441 | . | . | i | . | 0.33 | 1060 | .
CCOC(=O)C(=O)Nc1ccc(Oc2ccccc2)cc1 | 0.099 | -0.098 | -0.042 | -0.18 | 2.3 | 1.0 | 9.1 | -11 | 3 | -5.9 | 1091 | i | 9 | i | 35% | 0.55 | 1305 | 5%
CCSc1nnc(Cn2c(=O)sc3ccccc32)n1C | 0.088 | -0.18 | 0.39 | 0.45 | 2.0 | 1.9 | 4.6 | -3 | 4 | -2.7 | 1168 | i | 17 | i | 10% | -0.01 | 1305 | 7%
CC(=O)Nc1ccc(NC(=O)c2cc(-n3cnnc3)ccc2Cl)cc1 | 0.21 | -0.16 | 0.36 | 0.11 | 2.6 | 2.1 | 2.8 | -7 | -5 | 0.0 | 1480 | i | 22 | i | -4% | -0.06 | 1491 | -9%
CCn1cc(C(=O)N2CCN(C(=O)c3ccco3)CC2)c2cc(OC)c(OC)cc2c1=O | -0.22 | -0.19 | 0.4 | -0.08 | 2.9 | 1.8 | 9.5 | -6 | -6 | -0.8 | 999 | i | -7 | i | 16% | 0 | 1911 | 16%
Cc1ccn(C(=O)c2cc3cc(Cl)ccc3oc2=O)n1 | 0.087 | 0.09 | 0.061 | -0.22 | 1.4 | 1.5 | 11 | -4 | 1 | . | . | i | 8 | i | -24% | . | . | -19%
NC(=O)NC(CC(=O)OCC(=O)NC(=O)NCc1ccco1)c1ccc(Cl)cc1 (stereo unspecified) | -0.44 | -0.39 | -0.19 | 0.17 | 2.6 | 1.7 | 6.2 | 2 | -2 | -1.5 | 831 | i | 7 | i | 6% | 0.09 | 903 | 4%
O=C(COC(=O)CCc1ccc(S(=O)(=O)N2CCOCC2)cc1)Nc1ccc(Cl)cn1 | -0.39 | -0.2 | -0.13 | 0.33 | 1.9 | 1.8 | 0.9 | 8 | 9 | -3.9 | 1191 | i | -11 | i | -5% | . | . | 0%
COc1cc(/C=N/NC(=O)CC2(C)OCCO2)cc(Br)c1O | 0.37 | -0.23 | 0.41 | -0.42 | 3.2 | 2.6 | 8.9 | -14 | 6 | 0.6 | 1099 | i | -2 | i | -6% | 0.1 | 1325 | -8%
COCCNC(=O)C(c1ccco1)N(C(=O)Cn1nnc2ccccc21)c1ccccc1C (stereo unspecified) | -0.54 | -0.3 | -0.077 | 0.36 | 1.2 | 1.2 | 0.4 | -3 | 20 | . | . | i | -3 | i | 6% | -0.37 | 1345 | 7%
Cc1cccc(Cn2ccc(-c3ccc(Cl)cc3)c(C#N)c2=O)c1 | -0.45 | -0.17 | -0.3 | 0.32 | 0.7 | 1.0 | 6.2 | 9 | 32 | -1.7 | 1337 | i | 2 | i | 6% | 0.86 | 1352 | 2%
CN1/C(=C\C(=O)CN2C(=O)NC3(CCCCCC3)C2=O)C(C)(C)c2ccccc21 | -0.76 | -0.061 | -0.076 | 0.85 | 2.2 | 1.4 | 9.5 | 25 | 28 | . | . | i | 4 | i | -24% | ? | . | -12%
COc1cc2nc(NC(=O)c3ccco3)sc(=O)c2cc1OC | -0.66 | -0.14 | 0.093 | 0.27 | . | . | . | . | . | -0.3 | 1312 | . | . | i | . | 0.24 | 1123 | .
COc1ccc(C(C)=O)cc1CSc1nnc(SCc2cc(C(C)=O)ccc2OC)s1 | 0.64 | -0.1 | 0.8 | -2.3 | . | . | . | . | . | 0.4 | 1337 | . | . | i | . | -0.64 | 1088 | .
CCCOc1ccc2ccccc2c1/C=N/n1c(C)nnc1-n1nc(C)cc1C | -0.9 | -0.2 | -0.44 | 0.69 | 55* | 69* | 60* | 3 | -4 | 168* | 468* | i | 13 | i | -9% | -5 | 882 | -9%
Cc1ccc(C(=O)COC(=O)c2ccc(-c3cnc4ccccc4n3)cc2)cc1C | 0.59 | -0.017 | 0.49 | -0.82 | 4.7 | 2.8 | 4.1 | 13 | 5 | 1.5 | 1130 | i | -1 | i | 6% | 0.04 | 1464 | 10%
COc1ccc2c(=O)c3c(=O)n(CCc4ccccc4)c(C(C)C)nc3oc2c1 | 0.23 | -0.29 | 0.037 | 0.72 | . | . | . | . | . | -0.2 | 1314 | . | . | i | . | 0.98 | 1135 | .
Cc1oc(C)c(C(N)=O)c1C(N)=O | 0.45 | -0.14 | 0.54 | -1.1 | 6.0 | 3.1 | 10 | -1 | 8 | -6.7 | 1198 | i | -7 | i | 3% | 0.35 | 829 | 13%
Cc1cc(=O)n2[nH]c(-c3cccnc3)nc2n1 | -0.34 | 0.74 | -0.15 | -0.29 | 0.6 | 0.8 | 9.3 | . | . | -15 | 1218 | i | -7 | . | 1% | . | . | 3%
O=C1CCc2cc(S(=O)(=O)N3CCN(c4cccc(Cl)c4)CC3)ccc2N1 | -0.51 | -0.27 | -0.24 | -0.047 | 4.5 | 3.1 | 14 | 6 | 6 | -1.2 | 819 | i | -46 | i | -1% | 0.42 | 1497 | -3%
Cc1cc(C(=O)CSc2n[nH]c(N)n2)c(C)n1C1CC1 | 0.71 | -0.34 | 0.45 | -0.47 | 3.5 | 2.4 | 6.6 | 2 | -1 | 1.3 | 1418 | i | -4 | i | 1% | 0.09 | 1437 | -13%
